APOBEC3A inh = APOBEC3A ssDNA deaminase inhibitors, primary screen, selectivity assay for APOBEC3G inhibitor project, biochemical, FAM/TAMRA oligo cleavage fluorescence. DNA dC->dU-editing enzyme APOBEC-3A (Homo sapiens), P31941. inhibition, % at 20 µM. hit rate 0.41% among 330,000. recombinant A3A, FAM/TAMRA ssDNA deamination fluorescence;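 active = at least 40% inhibition at 20 µM here, with at most 30% in a related deaminase screen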;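 also: plate controls were A3A with DMSO for no effect and wells lacking A3A enzyme for full effect; some results filed as inactive read as strong as hits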
PfG6PD inh = PfG6PD enzyme inhibitors, primary screen, biochemical, fluorescence intensity, uHTS | PfGluPho enzyme, NADPH resazurin-diaphorase fluorescence | inhibition, % at 20 µM | hit rate 0.78% among 350,000 | glucose-6-phosphate dehydrogenase-6-phosphogluconolactonase (Plasmodium falciparum 3D7);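 active = inhibition reaching at least a set limit at 20 µM in the primary screen, cut at about 59% in these data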;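 also: 0% = DMSO wells with substrate and 100% = DMSO wells lacking glucose-6-phosphate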
HKDC1 inh = HKDC1 hexokinase inhibitors, primary screen, biochemical, fluorescence, uHTS; Q2TB90; recombinant HKDC1, G6PDH/diaphorase resazurin coupled fluorescence; inhibition, % at 20 µM; hit rate 0.16% among 340,000;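 active = inhibition above about 35% when tested at 20 µM, limit read from the data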;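 also: plate controls were DMSO wells with enzyme for no effect and DMSO wells lacking enzyme for full effect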
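Material – in-house recombinant HK5 (HKDC1) enzyme · Quantity – HKDC1 at 5 µg/mL · Buffer or medium – pH 8.0 Tris buffer with 10 mM MgCl2 · Reagent – glucose with 1 mM ATP · Dosing – single 20 µM dose · Times – reaction time 90 min, room temperature, protected from light · Technique – resorufin fluorescence at 613 nm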
hIAP activ = human IAP activators, primary screen, biochemical, luminescence, uHTS; Intestinal-type alkaline phosphatase (Homo sapiens), P09923; purified human IAP, CDP-Star luminescence, 30 min; hits give high values; 1 = vehicle-only enzyme, 0 = enzyme-free background; activation factor at 10 µM; hit rate 0.16% among 330,000;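 active = activation factor of the enzyme at least 2-fold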; also: the source names both 10 and 20 µM as test concentration; values of inactives mirror those of a sister screen read the other way
Target sequence (P09923 whole entry, looked up): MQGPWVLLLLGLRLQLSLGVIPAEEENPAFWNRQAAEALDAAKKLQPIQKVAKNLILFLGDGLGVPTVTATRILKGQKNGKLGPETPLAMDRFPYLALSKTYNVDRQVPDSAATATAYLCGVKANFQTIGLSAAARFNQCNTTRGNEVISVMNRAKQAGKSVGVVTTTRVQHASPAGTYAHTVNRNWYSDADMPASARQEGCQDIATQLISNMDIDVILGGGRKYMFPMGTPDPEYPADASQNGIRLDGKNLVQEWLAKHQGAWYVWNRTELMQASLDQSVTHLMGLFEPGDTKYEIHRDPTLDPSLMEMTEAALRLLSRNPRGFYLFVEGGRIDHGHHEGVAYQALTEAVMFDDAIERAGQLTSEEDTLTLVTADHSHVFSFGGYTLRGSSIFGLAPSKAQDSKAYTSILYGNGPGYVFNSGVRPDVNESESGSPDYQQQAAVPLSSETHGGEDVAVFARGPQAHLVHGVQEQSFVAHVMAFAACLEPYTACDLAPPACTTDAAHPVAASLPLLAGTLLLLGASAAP
mIAP act = activators of mouse IAP, primary screen, biochemical, luminescence, uHTS; AID 2805, 2010; intestinal alkaline phosphatase [Mus musculus]; hit rate 0.24% among 330,000; muIAP, CDP-Star luminescence, 30 min; hits give high values; 1 = vehicle-only enzyme signal, 0 = enzyme-free wells; activation factor at 10 µM;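 active = activation factor of at least 2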; also: the source names both 10 and 20 µM as test concentration; values of inactives mirror those of a sister screen read the other way
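Assay system: mouse IAP enzyme; reagent: chemiluminescent substrate CDP-Star; dosing: test compounds delivered from DMSO solution; schedule: 30 min at room temperature; measured by: luminescence from enzymatic CDP-Star hydrolysis; controls: DMSO-only wells and no-enzyme negative control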
ATG4B inh = ATG4B protease inhibitors, primary screen, biochemical, fluorescence, uHTS. Cysteine protease ATG4B (Homo sapiens), Q9Y4P1. ATG4B cleavage of LC3-PLA2, NBD-HPC fluorescence, 1 h. inhibition, % at 8.33 µM. hit rate 0.51% among 340,000. AID 504462, 2011; in the data active = inhibition above about 40%
Target sequence (Q9Y4P1 whole entry, looked up): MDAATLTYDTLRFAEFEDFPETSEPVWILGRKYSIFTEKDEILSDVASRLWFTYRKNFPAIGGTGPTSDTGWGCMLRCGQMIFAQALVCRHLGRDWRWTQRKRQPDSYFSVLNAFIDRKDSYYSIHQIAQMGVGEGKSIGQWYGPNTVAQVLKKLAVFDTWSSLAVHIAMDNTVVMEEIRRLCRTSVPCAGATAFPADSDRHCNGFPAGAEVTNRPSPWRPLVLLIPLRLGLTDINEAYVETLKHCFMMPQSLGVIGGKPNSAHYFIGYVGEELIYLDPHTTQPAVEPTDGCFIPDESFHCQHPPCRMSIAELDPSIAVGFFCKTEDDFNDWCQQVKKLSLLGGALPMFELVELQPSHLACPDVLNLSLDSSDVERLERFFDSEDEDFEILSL
hIAP block = human IAP inhibitors, primary screen, biochemical, luminescence, uHTS; Intestinal-type alkaline phosphatase (Homo sapiens), P09923; purified IAP, CDP-Star luminescence, 30 min; inhibition, % at 10 µM; hit rate 0.12% among 330,000;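 active = inhibition reaching a set limit with compound at 10 µM in the primary screen, cut at about 35% in these data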;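 also: plate controls were DMSO wells with enzyme for no effect and no-enzyme buffer wells for full effect; values of inactives mirror those of a sister screen read the other way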
mIAP block = inhibitors of mouse IAP, primary screen, biochemical, luminescence, uHTS; AID 2806, 2010; hit rate 0.2% among 330,000; purified mouse IAP, CDP-Star luminescence, 30 min; inhibition, % at 10 µM;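 active = inhibition of at least 40% at 10 µM in the primary screen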;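 also: plate controls were DMSO with enzyme for no effect and no enzyme wells for full effect; values of inactives mirror those of a sister screen read the other way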
* = called active by the depositor; & = joins results of further samples.

Molecule	APOBEC3A inh	PfG6PD inh	HKDC1 inh	hIAP activ	mIAP act	ATG4B inh	hIAP block	mIAP block
COC(=O)C1=C(C)N(Cc2ccc(C)cc2)C(=O)/C1=C\c1ccc(O)c(OC)c1	2	32	15	1.1	0.79	-1	-11	21
CCOC(=O)N1CCN(C(=O)CN(c2cccc(C)c2)S(=O)(=O)c2ccccc2)CC1	-1	1	0	0.85	1	-12	15	-4
Cc1nn(Cc2c(F)c(F)c(F)c(F)c2F)c(C)c1NC(=O)c1nn(C)cc1Br	0	13	-3	1.1	0.98	8	-13	2
Cn1cccc1C1CCCN1CC(=O)Nc1ccc(F)c(F)c1F (stereo not given)	-3	4	-3	0.96	0.96	-1	4	4
O=C(Nc1cccc2ncccc12)C(Cl)(Cl)Cl	5	14	2	0.86	1.1	1	14	-8
COc1ccccc1C(=O)NCCCNc1ccc([N+](=O)[O-])cc1	2	10	14	0.96	0.78	8	4	22
O=C(Cc1ccc(F)cc1)NCC1CCCO1 (stereo not given)	-4	2	-8	0.95	0.95	4	5	5
CN1CC(=O)N=C1N	-4&-2	-14&-18	5&-9	1.3	1.2	1&-4	-18	-7
CCOC(=O)N1CCN(C(=O)c2ccccc2NS(=O)(=O)c2ccc(C)cc2)CC1	5	-11	-6	1	1.1	7	0	-9
O=C(Cc1cccs1)N/N=C/C=C\c1ccco1	26	46	-8	1	0.72	0	-2	28
O=C(COc1ccc2c3c(c(=O)oc2c1)CCC3)NCCCN1CCOCC1	-5	9	-4	1.1	1	-10	-7	-1
CC1=C(n2ccnc2)CCC1=O	-2	-4	-6	0.93	0.96	1	7	4
COC(=O)C(=Nc1ccccc1)/C(C(=O)C(=O)N(C)c1ccccc1)=C(\O)c1ccc(Cl)cc1	6	-11	-2	0.96	1	-7	4	-2
O=C(N[C@@H](Cc1ccccc1)C(=O)OCc1ccccc1)c1nc[nH]c1C(=O)N1CCc2ccccc2C1	1	10	5	1.5	1	-6	-53	-4
Cc1nnc(C)c2c(C)n(C(C)c3ccccc3)c(C)c12 (stereo not given)	-2	14	1	1	0.93	-11	-2	7
CCC1C(=O)Nc2nc(-c3ccccc3)c(-c3ccccc3)n2N=C1C (stereo not given)	-2	-3	4	1.4	0.91	-5	-43	9
CCc1ccc(C(=O)Cc2cc3cccc(OC)c3oc2=O)cc1	-1	-20	4	0.88	0.94	-1	12	6
O=C(NCc1cccnc1)C1CC(=O)N(c2ccc(Cl)cc2)C1 (stereo not given)	1	-15	-2	1.1	0.97	-2	-8	2
O=C(NCCNC(=O)c1ccccn1)c1ccc(Cl)cc1	-2	5	6	1.1	0.94	-7	-9	6
C=CCNC(=O)c1ccc(N(Cc2ccccc2)S(C)(=O)=O)cc1	0	-26	-3	0.8	1	4	20	-4

Rewritten with values under each structure: entries from further up.
Second line of a record – APOBEC3A inh | PfG6PD inh | HKDC1 inh | hIAP activ | mIAP act | ATG4B inh | hIAP block | mIAP block
> COc1ccccc1C(=O)NCCCNc1ccc([N+](=O)[O-])cc1
  2 | 10 | 14 | 0.96 | 0.78 | 8 | 4 | 22
> O=C(Cc1ccc(F)cc1)NCC1CCCO1 (stereo not given)
  -4 | 2 | -8 | 0.95 | 0.95 | 4 | 5 | 5
> CN1CC(=O)N=C1N
  -4&-2 | -14&-18 | 5&-9 | 1.3 | 1.2 | 1&-4 | -18 | -7

(further entries)
Screens by letter – A = APOBEC3A inh; B = PfG6PD inh; C = HKDC1 inh; D = hIAP activ; E = mIAP act; F = ATG4B inh; G = hIAP block; H = mIAP block
> Cc1cc(C)nc(NC(=O)c2cccc(Cl)c2)n1
  A = 0; B = -4; C = -5; D = 1.1; E = 0.99; F = -10; G = -11; H = 0

> O=C(N/C(=C/c1ccc(Cl)cc1)C(=O)N1CCCC1)c1ccccc1
  A = -1; B = 1; C = -4; D = 1.1; E = 0.9; F = -3; G = -12; H = 10

> O=C(c1ccc(Br)s1)N1CCN(Cc2ccc3c(c2)OCO3)CC1
  A = 0; B = 3; C = -7; D = 0.93; E = 0.94; F = -6; G = 7; H = 6

> Nc1nn(S(=O)(=O)c2cccc3nsnc23)cc1-c1ccc(Br)cc1
  A = -4; B = 19; C = -4; D = 1; E = 0.81; F = -4; G = -3; H = 19

> O=C(CC(=O)NN=C1CCCC1)NCCc1ccccc1
  A = -5; B = 9; C = -2; D = 1; E = 0.92; F = -15; G = -2; H = 8

> COCCn1c(-c2ccc(OC)cc2)c(-c2ccc(OC)cc2)oc1=O
  A = 3; B = -4; C = 1; D = 0.96; E = 0.99; F = -7; G = 4; H = 1

> Nc1ccc(Nc2nc3ccccc3[nH]2)cc1
  A = 0; B = 23; C = -3; D = 1; E = 0.99; F = 1; G = -1; H = 0

> CCN(CC)C(=O)C(=O)N/N=C/c1ccc(Cl)cc1Cl
  A = -2; B = 0; C = -15; D = 2.1*; E = 0.99; F = -6; G = -112; H = 1

> CC1=C(C(=O)Nc2ccccc2)C(c2ccco2)C(C#N)=C(SCC(=O)OC(C)C)N1 (stereo not given)
  A = -1; B = 11; C = -4; D = 1; E = 0.89; F = -18; G = -3; H = 11

> CCCCCC(=O)Nc1ccc(S(=O)(=O)Nc2cc(OC)nc(OC)n2)cc1
  A = -4; B = -29; C = -3; D = 0.85; E = 0.99; F = 18; G = 15; H = 1

> CC(C)OCCCn1c(=S)[nH]c2ccc(N3CCOCC3)cc2c1=O
  A = -6; B = 20; C = -3; D = 0.98; E = 0.96; F = -11; G = 2; H = 4

> Cc1ccc(Nc2cc(C)nc3ccc(C)cc23)cc1
  A = 1; B = 5; C = -1; D = 1.4; E = 1.1; F = 7; G = -40; H = -13

> O=C(N/N=C/c1sc(=O)n(Cc2ccc(Br)cc2)c1Cl)c1ccco1
  A = -1; B = 0; C = 9; D = 0.93; E = 0.99; F = 14; G = 7; H = 1

> CC(Oc1cccc(Br)c1)C(=O)N1CCCN(C)CC1 (stereo not given)
  A = -3; B = 1; C = 1; D = 1; E = 0.98; F = -8; G = -1; H = 2

> CC(Oc1ccc(Cl)cc1Cl)C(=O)NC(=S)N1CCc2ccccc21 (stereo not given)
  A = -1; B = -15; C = 4; D = 0.93; E = 0.94; F = 6; G = 7; H = 6

> COC(=O)c1cccc(C(=O)Nc2ccc(C)cc2)n1
  A = 2; B = 6; C = 5; D = 1.2; E = 0.96; F = -12; G = -18; H = 4

> COCCn1c(SCC(=O)c2[nH]c(C)c(C(C)=O)c2C)nc2ccccc21
  A = 3; B = 21; C = 12; D = 1.2; E = 1.1; F = -8; G = -18; H = -9

> COc1ccc(NC(=O)CN(C)C(=O)CCC(=O)c2ccc(C)cc2)cc1
  A = 1; B = -8; C = 3; D = 0.86; E = 1; F = 4; G = 14; H = -4

> Cc1ccc2nc(NC(=O)CSc3nncc(=O)n3N)sc2c1
  A = 3; B = 1; C = -1; D = 0.99; E = 0.88; F = 3; G = 1; H = 12

> CC(C)(C)[C@H]1COC(=O)[C@@H](NC(=O)OCC2c3ccccc3-c3ccccc32)C/C=C\C[C@@H](CC(=O)N[C@@H](CO)Cc2ccccc2)C(=O)N1
  A = 2; B = 20; C = -3; D = 1.2; E = 1.2; F = -20; G = -17; H = -18

> CC(=O)O/N=C/c1c(Cl)n(C)c2ccccc12
  A = -1; B = 9; C = -9; D = 0.88; E = 0.92; F = 10; G = 12; H = 8

> CCOC(=O)CSc1nnc(CNc2nc(-c3ccccc3)cs2)n1C
  A = -2; B = 9; C = -3; D = 1; E = 0.95; F = 0; G = -2; H = 5

> NC(=O)[C@H]1CC2(CC(c3cccc(NC(=O)COc4ccc(Cl)cc4)c3)=NO2)CN1C(=O)C(c1ccccc1)c1ccccc1 (stereo not given in full)
  A = 0; B = 12; C = -2; D = 1.1; E = 1.2; F = -1; G = -12; H = -20

> COc1cccc2[nH]c3c(=O)n(CCN(C)C)cnc3c12
  A = -1; B = -8; C = 3; D = 0.96; E = 1; F = -10; G = 4; H = -3

> O=C(Nc1ccc(F)cc1)N(Cc1nnc2n1CCCCC2)c1ccccc1
  A = -5; B = -2; C = -2; D = 0.94; E = 1.1; F = -1; G = 6; H = -10

> CC(C)CN(C(=O)COC(=O)/C=C/c1ccccc1)C1CCS(=O)(=O)C1 (stereo not given)
  A = -5; B = 4; C = 4; D = 1; E = 0.94; F = -10; G = 0; H = 6

> CCOC(=O)N1CCC(NC(=O)C2CCC(Cn3c(=O)[nH]c4ccccc4c3=O)CC2)CC1 (stereo not given)
  A = -6; B = -5; C = 4; D = 1; E = 1; F = -11; G = -3; H = -1

> COc1ccc(C)cc1N(C(=O)c1snc(C(N)=O)c1N)C(C(=O)NC1CCCCC1)c1ccc(C)o1 (stereo not given)
  A = 4; B = 11; C = 6; D = 1.1; E = 1.1; F = 4; G = -10; H = -7

> COc1ccc(N2CCN(CCNC(=O)Nc3ccc(C)c(Cl)c3)CC2)cc1
  A = 1; B = -4; C = 2; D = 1.4; E = 1.4; F = 1; G = -39; H = -35

> COc1ccc(CCNC(=O)c2cc(-c3ccccc3OC)on2)cc1OC
  A = 2; B = 9; C = -3; D = 1.1; E = 0.93; F = -9; G = -6; H = 7

> Cc1nnc2c(NC(C)C)nc3ccccc3n12
  A = -2; B = -6; C = -9; D = 0.98; E = 0.94; F = 6; G = 2; H = 6

> CC(OC(=O)c1cccc(NS(C)(=O)=O)c1)C(=O)Nc1ccc2c(c1)OCO2 (stereo not given)
  A = -2; B = 1; C = -6; D = 1; E = 1.1; F = -13; G = -3; H = -7

Limited to hIAP activ and ATG4B inh, for 2 of the compounds above:
Molecule | hIAP activ | ATG4B inh
CC1=C(C(=O)Nc2ccccc2)C(c2ccco2)C(C#N)=C(SCC(=O)OC(C)C)N1 (stereo not given) | 1 | -18
COc1ccccc1C(=O)NCCCNc1ccc([N+](=O)[O-])cc1 | 0.96 | 8

Compound activity deposited in PubChem BioAssay by Sanford-Burnham Center for Chemical Genomics.
